# Akt phos inh = HTS Assay for Inhibitors of Akt Phophorylation: Primary Screen; actives 0.32% (n = 360,000); Neuro2A IGF-stimulated pAkt S473 HTRF, 20 min; active compounds read low; activity change, % for hits at 50 µM; in the data active = activity change below about -80%; inconclusive = mostly about -51% to -80%; note: % is set by controls: 0 for no effect and ±100 for the full control effect
#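 Neuro2A cells in DMEM with 0.5% FBS, overnight at 37 deg C, given compound at single 50 µM final, then IGF (6 nM final) for 20 min at 37 deg C. Lysed; phospho-Akt Ser473 by HTRF after 24 h, 665/615 ratio.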
# CCT chaperon mod = High-Throughput Screening for Modulators of Cytosolic Chaperonin Activity; purified chaperonin ATPase assay, HTRF ADP detection, 30 min; activity change, % (concentration not given with the values), hits read low; actives 0.3% (n = 360,000); in the data active = activity change below about -30%; note: % is set by controls: 0 for no effect and ±100 for the full control effect
#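 TRiC (40 or 20 nM final, by batch activity) in 30 mM Tris pH 7.4, 100 mM KCl, 5 mM MgCl2, 1 mM DTT was treated with compound at 76 uM single dose, then 10 uM ATP, 30 min at 37 °C. ADP was read by HTRF Transcreener.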
# MmCpn inh = Inhibitors of TCP-1 ring complex (TRiC) of Methanococcus maripaludis (MmCpn): qHTS; Chaperonin Mm-Cpn (Methanococcus maripaludis); purified Mm-Cpn ATPase, ADP Transcreener TR-FRET; Potency, µM (series often up to 76.9 µM), for inactives: at the highest dose activity, negative = inhibition, hits mostly inhibitors; actives 0.031% (n = 330,000); AID 504842, 2011; note: potency is the fitted concentration of half-maximal effect; % is set by controls: 0 for no effect and ±100 for the full control effect; nearly all actives have a fitted effect of over 80% in size
#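 ATPase read-out: TR-FRET ADP immunoassay (anti-ADP Eu cryptate vs ADP-d2), ex 320 nm, em 590/665 nm; signal drops as ADP forms. Enzyme 25 nM, ATP 10 uM, 30 min at 37°C after 10 min compound preincubation.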
# ATXN viability = Viability Counterscreen for Primary qHTS for Inhibitors of ATXN expression; S2 cells (HEK-293 line with an ATXN2-luciferase reporter) viability, CellTiter-Fluor protease fluorescence, 24 h; Potency, µM (titrated, usually from 56.7 µM), actives largely listed as cytotoxic; actives 0.49% (n = 400,000); AID 651635, 2014; note: potency is the fitted concentration of half-maximal effect; nearly all actives have a fitted effect of over 40% in size
# TGFb inhibitor = qHTS for Inhibitors of TGF-b | HepG2 CAGA-GFP TGF-b/SMAD3 reporter, GFP fluorescence, 18 h; TGF-beta stimulated, 500 pg/mL final | Potency, µM (highest dose often 46.1 µM), without a hit: at the top dose activity, negative = inhibition, actives largely listed as inhibitors | actives 1.2% (n = 410,000) | AID 588855, 2011; note: potency is the fitted concentration of half-maximal effect; % is set by controls: 0 for no effect and ±100 for the full control effect; nearly all actives have a fitted effect of over 65% in size
#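 Smad-responsive CAGA-GFP expression was quantified in HEPG2 cells exposed to compounds and 500 pg/mL final TGF-beta for 18 h at 37 degrees C; unstimulated wells defined full inhibition.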
# Nrf2 block = Nrf2 qHTS screen for inhibitors. A549 ARE-Fluc reporter, luciferase luminescence, 18-24 h. Potency, µM (titrated, usually from 46 µM), for the others: top-dose activity change, negative = inhibition, hits mostly inhibitors. actives 2.1% (n = 360,000). AID 504444, 2011; note: potency is the fitted concentration of half-maximal effect; % is set by controls: 0 for no effect and ±100 for the full control effect; nearly all actives have a fitted effect of over 60% in size
#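 Two sequential reads on A549 ARE_Fluc cells exposed to compound for 18-24 h: a CellTiter-Fluor fluorescence read for viability, then a luciferase luminescence read for Nrf2/ARE activity.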
# Nrf2 activator = qHTS of Nrf2 Activators; Potency, µM (top dose mostly 46.1 µM), inactives show top-dose activation, most hits filed as activators; AREc32 ARE-luciferase reporter (MCF7-derived line), luminescence, 24 h; AID 624171, 2012; actives 0.31% (n = 410,000); note: potency is the fitted concentration of half-maximal effect; % of control where 0% means no effect; nearly all actives have a fitted effect of over 65% in size
#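 Nrf2 activation is followed as ARE-luciferase induction in the AREc32 line after one day of compound treatment; luminescence is read with Steady-Glo.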
# A549 tox = Nrf2 qHTS screen for inhibitors: counterscreen for cytotoxicity; A549 ARE-Fluc cells, CellTiter-Fluor viability, 18-24 h; Potency, µM (series often up to 46 µM), without a hit: top-dose activity change, negative = cytotoxicity, actives largely listed as inhibitors; actives 0.16% (n = 390,000); note: potency is the fitted concentration of half-maximal effect; % is set by controls: 0 for no effect and ±100 for the full control effect
#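 A549 ARE_Fluc cells in 5% FBS OPTI-MEM were exposed to compounds in concentration-response for 18-24 h at 37 deg C. Viability was read by CellTiter-Fluor fluorescence (Ex 405/Em 525) after 30 min, before the luciferase read.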
# HepG2 viability = qHTS for Inhibitors of TGF-b: Cytotox Counterscreen; HepG2 CAGA-GFP viability, ATP luminescence, 18 h; Potency, µM (top dose mostly 46.1 µM), for inactives: at the top dose activity change, negative = cytotoxicity, most hits filed as cytotoxic; actives 0.76% (n = 410,000); AID 588856, 2011; note: potency is the fitted concentration of half-maximal effect; some results filed as inactive show a strong effect at the top dose
#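 HepG2 CAGA-GFP cells (1000/well, DMEM with 1% FBS) received compound, then TGF-beta at 500 pg/mL final, and were incubated 18 hours at 37 degrees C. Viability was read by CellTiter-Glo luminescence. Media-only wells were set as complete cell-killing and DMSO as no toxicity.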
# An asterisk follows results filed as active; i = inactive; ? = inconclusive; . = no result given; & = joins results of further samples; [ ] = remark or other dose. Unless noted, calls come from the whole dose curve; as a rule, active = well fitted curve in the direction sought with a large enough effect; inconclusive = small, poorly fitted or top-dose-only effect, or another doubt; inactive = no such curve, though single readings can be large; an effect the other way counts as inactive or inconclusive.
SMILES,Akt phos inh,CCT chaperon mod,MmCpn inh,ATXN viability,TGFb inhibitor,Nrf2 block,Nrf2 activator,A549 tox,HepG2 viability
Cc1cccc(C)c1NC(=O)CCCn1nc(C)c2c(C)n(-c3ccccc3)nc2c1=O,i,-1.9,0%,i,0%,16%,0.8%,1%,3%
CN(C)S(=O)(=O)c1ccc(C(=O)NC(=O)CSc2nnnn2C)cc1,i,0.4,0%,i,18%,3%,0.1%,0%,2%
CC(=O)Nc1ccc(S(=O)(=O)NCc2ccc3[nH]c(C)cc3c2)cc1,i,-1.5,0%,i,-4%,-1%,-1.2%,7%,-27%
Cc1ccc(-n2ncc3c(NCC4CCCO4)ncnc32)c(C)c1 (stereo unspecified),i,3.7,-2%,i,-2%,.,-0.7%,-11%,5%
COc1ccc(S(=O)(=O)N2CCOCC2)cc1NC(=O)c1c(C)noc1C,i,0.4,.,?,2%,.,0.2%,.,18%
NC(=O)N/N=C/c1ccc2cccc(OCc3ccccc3)c2n1,i,2.5,-7%,i,35%[activator],13%,11%,2%,15%
CC(=O)c1cc2c(cc1NC(=O)c1ccc(C)cc1)OCCO2,i,1.0,-1%,i,50%[activator],13%,14%,-1%,-5%
O=C(N/C(=C/C=C/c1ccccc1)C(=O)N1CCOCC1)c1ccccc1Br,i,-6.4,0%,i,1%,-4%,0.1%,-2%,-9%
Cc1ccc(C)c(OCC(=O)N2CCN(C(=O)c3ccco3)CC2)c1,i,-3.0,-2%,i,3%,4%,0.3%,9%,-1%
Cc1ccc(N2C(=O)C(CC(=O)Nc3cccc(F)c3)N(C3CC3)C2=O)cc1 (stereo unspecified),i,-1.5,1%,?,0%,19%,2.9%,8%,0%
Cc1ccc2c(c1)c(=O)c(C(=O)c1ccc3c(c1)OCO3)cn2Cc1ccc(Cl)cc1,.,.,.,i,-6%,23µM*,3.0%,-14%,-10%
Cc1ccc(S(=O)(=O)N(C)CC(=O)NNC(=O)CCC(=O)c2ccc(F)cc2)cc1,i,1.9,0%,i,13%,-3%,-0.8%,3%,1%
O=C(NC1CCSc2ccccc21)c1ccccc1Br (stereo unspecified),i,-1.0,-4%,i,4%,1%,0.3%,9%,5%
CC1(C)CC(=O)C2=C(C1)OC(c1ccc(O)cc1)C(C#N)=C2N (stereo unspecified),i,-1.7,-1%,i,9%,11%,4.0%,4%,-7%
CNC(=O)c1snnc1-c1ccccc1,i,0.9,0%,i,-2%,.,-0.1%,8%,3%
COc1ccc([C@@H]2[C@@H]3C(=O)N(C(C)(C)C)C(=O)[C@@H]3[C@]3(Cc4ccccc4)C(=O)N(c4ccc(C)cc4)C(=O)N23)cc1,i,0.1,1%,i,-5%,8%,2.4%,1%,1%
O=C(/C=C/c1ccc(F)cc1)Nc1ccc2[nH]c(=O)[nH]c2c1,i,0.1,-5%,i,5%,7%,11%,1%,-1%
O=C(O)CC1S/C(=N/N=C/c2ccc([N+](=O)[O-])cc2)N(c2ccc(O)cc2)C1=O (stereo unspecified),i,0.4,1%,i,-5%,3%,0.1%,-8%,-7%
O=c1cnnc(N/N=C/C2CC=CCC2)[nH]1 (stereo unspecified),i,-2.8,-1%,i,-10%,3%,0.1%,3%,-30%
COc1ccc(-c2csc(CCn3nc(C)cc3C)n2)cc1OC,i,0.8,-1%,i,18%,-20%,-0.2%,4%,2%
CCNc1nc2c(c(=O)n(Cc3ccccc3)c(=O)n2C)n1Cc1ccccc1,i,1.4,1%,i,?,-12%,-0.4%,-10%,5%
Cc1ccc(S(=O)(=O)N(C)C)cc1NC(=O)COC(=O)/C=C/c1ccc2ccccc2n1,i,0.1,-9%,i,-24%,-8%,?,-2%,-21%
Cc1ccc(S(=O)(=O)N(CC(=O)NN=C2CCN(C)CC2)c2ccc(C(C)C)cc2)cc1,i,-4.5,-2%,i,?,2%,0.7%,2%,-6%
CN(C)S(=O)(=O)c1cccc(NC(=O)CCNC(=O)Nc2ccccc2)c1,i,1.4,-1%,i,11%,-25%,0.3%,9%,14%
Cc1c(NC(=O)Nc2ccccc2Cl)c(=O)n(-c2ccccc2)n1C,i,-0.6,-1%,i,-21%,0%,-1.0%,10%,-25%
Cc1noc(C)c1CSCC(=O)Nc1ccccc1N1CCCC1,i,0.9,.,i,7%,?,2.2%,11%,-2%
COc1ccccc1N(CC(=O)Nc1ccc(S(=O)(=O)N2CCCCC2)cc1)S(C)(=O)=O,i,-0.6,-1%,i,-7%,?,-0.9%,0%,-11%
Cc1ccc(NC(=O)COC(=O)c2cc(Cl)ccc2[N+](=O)[O-])cc1,i,-1.2,1%,i,-7%,12%,2.8%,1%,-27%
Cc1ccc(OCC2Cn3c(nc4c3c(=O)n(C)c(=O)n4C)O2)cc1 (stereo unspecified),i,-2.2,0%,i,7%,.,-1.3%,0%,1%
CCOC(=O)N/N=C1\CCS(=O)(=O)c2ccc(Cl)cc21,i,-1.0,-4%,i,-7%,11%,-0.8%,6%,0%

# Entries of single compounds, quoted from the list. Screens in order: Akt phos inh	CCT chaperon mod	MmCpn inh	ATXN viability	TGFb inhibitor	Nrf2 block	Nrf2 activator	A549 tox	HepG2 viability
# Listed for `Cc1noc(C)c1CSCC(=O)Nc1ccccc1N1CCCC1` → i	0.9	.	i	7%	?	2.2%	11%	-2%
# Listed for `Cc1ccc(S(=O)(=O)N(CC(=O)NN=C2CCN(C)CC2)c2ccc(C(C)C)cc2)cc1` → i	-4.5	-2%	i	?	2%	0.7%	2%	-6%
# Listed for `CCNc1nc2c(c(=O)n(Cc3ccccc3)c(=O)n2C)n1Cc1ccccc1` → i	1.4	1%	i	?	-12%	-0.4%	-10%	5%
# Listed for `CCOC(=O)N/N=C1\CCS(=O)(=O)c2ccc(Cl)cc21` → i	-1.0	-4%	i	-7%	11%	-0.8%	6%	0%
# Listed for `Cc1c(NC(=O)Nc2ccccc2Cl)c(=O)n(-c2ccccc2)n1C` → i	-0.6	-1%	i	-21%	0%	-1.0%	10%	-25%

# Among those listed so far, four have a Cl atom:
SMILES,Akt phos inh,CCT chaperon mod,MmCpn inh,ATXN viability,TGFb inhibitor,Nrf2 block,Nrf2 activator,A549 tox,HepG2 viability
Cc1ccc2c(c1)c(=O)c(C(=O)c1ccc3c(c1)OCO3)cn2Cc1ccc(Cl)cc1,.,.,.,i,-6%,23µM*,3.0%,-14%,-10%
Cc1c(NC(=O)Nc2ccccc2Cl)c(=O)n(-c2ccccc2)n1C,i,-0.6,-1%,i,-21%,0%,-1.0%,10%,-25%
Cc1ccc(NC(=O)COC(=O)c2cc(Cl)ccc2[N+](=O)[O-])cc1,i,-1.2,1%,i,-7%,12%,2.8%,1%,-27%
CCOC(=O)N/N=C1\CCS(=O)(=O)c2ccc(Cl)cc21,i,-1.0,-4%,i,-7%,11%,-0.8%,6%,0%

# New compounds follow.
SMILES,Akt phos inh,CCT chaperon mod,MmCpn inh,ATXN viability,TGFb inhibitor,Nrf2 block,Nrf2 activator,A549 tox,HepG2 viability
Cc1occc1-c1nnc(SCC(=O)c2c(N)n(Cc3ccccc3)c(=O)n(C)c2=O)n1C,.,-0.7,0%,.,-9%,1%,0.5%,-2%,6%
c1ccc(-c2ccc3c(c2)NC(C2Nc4cc(-c5ccccc5)ccc4O2)O3)cc1 (stereo unspecified),i,0.3,-4%,i,0%,?,?,19%,-9%
O=C(c1cc(-c2cccs2)on1)N1CCN(C(c2ccccc2)c2ccccc2)CC1,i,-0.2,-1%,i,?,?,0.3%,-16%,3%
Cn1c(=O)c2sccc2n2c(CCCC(=O)Nc3ccc(F)cc3F)nnc12,i,-4.0,-27%,i,-21%&-8%,-17%,0.4%&0.1%,1%&14%,-1%&2%
COc1ccc2[nH]c3c(c2c1)CCN1C(=O)C(CC(=O)NCc2cccc(C(F)(F)F)c2)C[C@H](C(=O)N2CCOCC2)[C@@]31C (stereo partly specified),i,0.3,2%,i,?,?,8.1%,1%,-28%
Cc1nc(C)c(C(=O)N/N=C/c2cn(C)c3ccccc23)s1,i,0.6,1%,i,-3%,-4%,2.7%,-6%,-5%
CC1(C(=O)Nc2ccc3nc[nH]c3c2)CCN1C(=O)c1ccccc1CCc1ccccc1 (stereo unspecified),i,-0.2,.,i,13%,.,0.0%[9.22 µM],.,-18%
COc1cc(C2c3c(oc4ccccc4c3=O)C(=O)N2c2ccccn2)cc(OC)c1OC (stereo unspecified),.,.,.,.,1%,5%,-0.6%,5%,-5%
COc1ccnc(Oc2ccc(Cl)cc2)c1C#N,i,-0.1,1%,?,-1%,?,6.0%,2%,-20%
COc1cc(C(=O)NCc2nnc(SCC(=O)Nc3nccs3)o2)cc(OC)c1OC,i,-0.9,-3%,i,-28%,3%,0.6%,2%,8%
COC(=O)c1ccccc1NC(=O)c1cccnc1,i,-2.9,1%,i,2%,?,2.6%,-2%,0%
O=Cc1ccc(N2CCCC2)o1,i,-2.5,2%,i,33%[activator],-2%,0.0%,0%,0%
COc1ccc(NC(c2ccc(F)cc2)c2nnc(-c3ccccc3Cl)o2)cc1Cl (stereo unspecified),.,.,.,?,-5%,-1%,7.3%,-9%,-14%
CCCCNC(=O)COC(=O)c1cc2c(C)nn(-c3ccccc3)c2s1,i,0.4,-1%,i,-13%,3%,-0.4%,2%,-37%

# Assay outcomes: PubChem BioAssay, National Center for Advancing Translational Sciences (NCATS)

# Not a hit list. About 4.4% of those tested had a hit in this group.
